# Screening results: PubChem, Broad Institute
# Xi reactivation: activators of inactive X chromosome reactivation, primary screen, imaging, XiGFP fibroblasts, GFP high-content imaging, set 2; XiGFP mouse fibroblasts, % GFP-positive cells imaging, 3 d; cells co-treated with 5-aza-dC sensitizer; scaled so ellipticine positive control = 100%; activation, % at 7.58 µM; actives 0.055% (n = 360,000); AID 743238, 2013;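 active = mean normalized replicate activation at least 10% and every replicate at or above 10%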;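 also: 0% = median of on-plate neutral control wells and 100% = ellipticine 6 µM median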
#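 Material: SV40-immortalized XiGFP fibroblast cells, line 68-5-11 | Buffer or medium: DMEM containing 5-aza-dC | Dosing: One concentration, pinned | Times: 3 d treatment, 15 min room-temperature fixation | Controls: Ellipticine 6 µM positive control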
# INS-1E GSIS act: GLuc luminescence reporter in INS-1E cells, primary screen for activators of glucose-dependent secretion of insulin. INS-1E GLuc reporter insulin secretion, 2-3 h. activation, % at 16.6 µM. actives 0.61% (n = 370,000). AID 743287, 2014;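 active = lowest replicate activation of at least 40%, so every replicate reaches that level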;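 also: 0% = median of neutral control wells and 100% = median of IBMX positive control wells; some compounds called inactive have numbers as strong as hits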
# ARNT-TACC3 inh: disruptors of ARNT/TACC3 protein interaction, primary screen, biochemical, AlphaScreen, single concentration; Transforming acidic coiled-coil-containing protein 3 (Homo sapiens), Q9Y6A5; AlphaScreen His-ARNT PAS-B/GST-TACC3 binding, luminescence; TACC3 fragment carries E629A point mutation; inhibition, % at 9.99 µM; actives 0.66% (n = 390,000);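 active = mean inhibition of replicates at least 50% and at least half of replicates each reaching 50%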;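 also: 0% = complete ARNT plus TACC3 wells and 100% = ARNT alone without TACC3; many hits fall short of the cut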
# RAD54 inh: inhibitors of human RAD54 branch migration, primary screen, biochemical, fluorescence, single point | RAD54 Holliday junction branch migration, FAM/BHQ fluorescence | inhibition, % at 10.4 µM | actives 0.14% (n = 360,000) | AID 602329, 2012;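 active = mean normalized replicate activity at least 40 and at least half of replicates scoring 40 or more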;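 also: 0% = median of neutral control wells and 100% = median of positive control wells; inhibitors cause a drop in the FAM fluorescence signal; in these data hits start at about 50%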
# ERAP1 HTS inh: human ERAP1 aminopeptidase inhibitors, primary screen, biochemical, single point, plate reader | Endoplasmic reticulum aminopeptidase 1 (Homo sapiens), Q9NZ08 | recombinant ERAP1, Leu-AMC fluorescence, 60 min | inhibition, % at 10.7 µM | actives 0.15% (n = 340,000) | AID 652197, 2013;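 active = mean replicate inhibition of at least 30%, or all replicates individually reaching that 30% level; inactive = mean below 30% and not every replicate reaching it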;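 also: 0% = neutral control wells and 100% = L-leucinethiol positive control wells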
# F508del corr: F508del CFTR correction, initial screen, CFBE line, single point; AID 720511, 2013; actives 0.36% (n = 350,000); activity (quench increase), % at 7.58 µM; CFBE cells, YFP halide quenching; stimulated with forskolin plus potentiator P3; % fluorescence drop versus neutral controls;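 active = mean added fluorescence quench of at least 8% versus neutral control, with both replicates also reaching 8%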;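 also: cells transiently co-express mutant CFTR-F508del with the halide-sensitive YFP; corrector assay measuring rescue of mutant channel to the surface after 24 h compound exposure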
# RAD52 inh: RAD52 DNA annealing inhibitors, primary screen, biochemical, FRET, single point, set 2 | DNA repair protein RAD52 homolog (Homo sapiens), P43351 | recombinant RAD52 DNA annealing, FRET fluorescence | inhibition, % at 18.7 µM | actives 0.46% (n = 360,000) | AID 651710, 2012;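 active = every replicate showing at least 50% inhibition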
# Target sequence (P43351 whole entry, looked up): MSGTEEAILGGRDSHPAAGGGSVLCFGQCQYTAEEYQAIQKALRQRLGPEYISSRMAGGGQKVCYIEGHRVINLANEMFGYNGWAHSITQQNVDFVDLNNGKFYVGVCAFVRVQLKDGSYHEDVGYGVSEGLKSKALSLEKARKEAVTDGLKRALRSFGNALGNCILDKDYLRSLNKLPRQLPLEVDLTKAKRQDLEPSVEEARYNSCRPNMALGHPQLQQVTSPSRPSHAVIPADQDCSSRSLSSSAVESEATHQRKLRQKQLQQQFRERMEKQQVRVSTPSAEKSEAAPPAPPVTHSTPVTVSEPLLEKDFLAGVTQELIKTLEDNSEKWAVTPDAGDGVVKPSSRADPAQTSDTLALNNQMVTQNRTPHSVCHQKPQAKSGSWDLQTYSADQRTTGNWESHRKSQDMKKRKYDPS
# esBAF inh: Bmi1 luciferase reporter increase in mESCs, primary screen, esBAF inhibitor project, mouse ES cells, Bmi1 luciferase knock-in, single point | actives 2% (n = 350,000) | 24 h; 100% = twice the neutral-well signal | reporter increase, % at 12.5 µM | AID 602393, 2012; in the data active = activation above about 40%;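 also: 0% = median of the plate's neutral control wells and 100% = double that signal; a rise in the Bmi1 reporter signal indicates esBAF inhibition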
# * marks the source's active call; other numbers are inactive results; . = not tested or not shown.
SMILES,Xi reactivation,INS-1E GSIS act,ARNT-TACC3 inh,RAD54 inh,ERAP1 HTS inh,F508del corr,RAD52 inh,esBAF inh
O=C(N/N=C1/CC2CCC1C2)c1cc2ccccc2cc1O (centres undefined),-0.1,18,16,5,-1,0.9,-35,6
C[C@H](O)C#Cc1ccc([C@@H]2[C@@H](CO)N3CCCCN(CC4CCOCC4)C[C@H]23)cc1,0.3,43,-6,-4,.,-0.9,.,.
Cc1ccc(Oc2ncc(-c3ccc(Cl)cc3)cn2)cc1,.,46*,-11,-7,.,.,.,-2
COc1ccc(NS(=O)(=O)c2ccc(NC(=O)C3CC3)cc2)cc1,0.3,2,-3,-2,-1,-3.9,-4,-8
COc1ccc(-c2cccc3[nH]c4c(c23)CCN2C(=O)[C@H]3[C@H](C)ON(C)[C@H]3C[C@@H]42)cc1,0.3,-18,.,.,-5,-4.4,-37,.
CN(CC(=O)Nc1c(Cl)cccc1Cl)C(=O)CCC(=O)c1ccccc1,-0.7,-2,1,-8,-3,-3.6,4,-2
Cn1c(SCC(=O)Nc2ccc(F)cc2)nc2c([nH]c3ccccc32)c1=O,0.2,0,-3,7,-2,-2.8,-9,-1
Cc1cccc(C(=O)NNC(=O)c2ccccc2-n2cccc2)c1,0.0,14,9,.,-1,-1.4,-1,.
Cc1ccc(S(=O)(=O)N2[C@@H](c3ccc(Cl)cc3)C(C(=O)O)=CC[C@H]2c2ccc(C(C)C)cc2)cc1,0.1,-3,-10,1,2,-0.5,-23,-6
CN1C(=O)c2cc(NC(=O)C3CCCC3)ccc2OC[C@H]2O[C@H](CC(=O)NCc3ccccc3F)CC[C@H]21,0.0,-13,.,.,0,0.9,10,.
CCNC(=O)C(=O)Nc1ccc(OC)c(Cl)c1,0.0,3,-6,.,0,0.6,-8,.
O=C(C[C@@H]1C[C@H]2c3cc(NC(=O)Cc4ccncc4)ccc3O[C@H]2[C@@H](CO)O1)NCc1ccc(-c2ccccc2)cc1,0.0,-1,11,-10,1,-4.1,17,10
C[C@@H]1CN([C@@H](C)CO)C(=O)c2cccc(NC(=O)c3cnccn3)c2O[C@@H]1CN(C)S(C)(=O)=O,0.1,15,-4,-2,0,0.6,1,-4
CCCNC(=O)[C@H]1[C@H](CO)[C@H]2Cn3c(ccc(C4=CCCCC4)c3=O)[C@@H]1N2CC,0.5,9,-11,-6,-4,-0.1,1,1
O=C(C1CC(=O)N(c2ccc(Cl)cc2)C1)N1CCOCC1 (centres undefined),0.5,3,-3,-3,4,-2.3,-16,2
C[C@@H]1CCCCO[C@@H](CN(C)C)[C@@H](C)CN([C@@H](C)CO)C(=O)c2cc(NS(=O)(=O)c3cccs3)ccc2O1,0.3,4,-10,-3,0,-2.7,-14,1
C[C@@H]1CN([C@@H](C)CO)S(=O)(=O)c2ccc(/C=C/c3ccccc3)cc2O[C@H]1CN(C)C(=O)NC1CCCC1,-0.2,-4,7,-4,0,1.7,-14,15
C[C@H](CO)N1C[C@H](C)[C@H](CN(C)C(=O)C2CCCCC2)Oc2cc(-c3cncnc3)ccc2S1(=O)=O,-1.0,5,-4,7,4,-2.2,13,-2
C[C@H](CO)N1C[C@H](C)[C@H](CN(C)Cc2cccc(C(=O)O)c2)Oc2cc(C3=CCCC3)ccc2S1(=O)=O,0.5,4,-2,-21,-2,0.7,0,-4
CC(C)NC(=O)Nc1ccc2c(c1)CC(=O)N([C@H](C)CO)C[C@@H](C)[C@H](CN(C)S(=O)(=O)c1ccccc1)O2,0.4,11,13,-13,-5,1.9,-17,-6
Cc1cccc(NS(=O)(=O)c2nnc(NC(=O)C3CCCCC3)s2)c1,0.2,-4,-4,-6,0,-0.9,-5,-5
C[C@H](CO)N1C[C@H](C)[C@@H](CN(C)S(=O)(=O)c2cn(C)cn2)Oc2c(NC(=O)C3CCCCC3)cccc2C1=O,0.0,20,.,.,.,1.0,3,.
CCc1ccc(N(C(=O)c2snc(C(N)=O)c2N)C(C(=O)NCC2CCCO2)c2cccs2)cc1 (centres undefined),0.0,-4,0,.,-3,-2.3,-12,.
CCCC#Cc1ccc([C@@H]2[C@@H](CO)N3CCCCN(S(=O)(=O)c4ccccc4F)C[C@@H]23)cc1,0.0,-17,-5,-12,-1,-2.5,-3,4
Cn1cnc([N+](=O)[O-])c1Sc1nnc(-c2cccnc2)n1C,0.1,-1,2,-6,2,0.0,-5,5

# Pulled by compound from the entries so far (2):
SMILES,Xi reactivation,INS-1E GSIS act,ARNT-TACC3 inh,RAD54 inh,ERAP1 HTS inh,F508del corr,RAD52 inh,esBAF inh
C[C@@H]1CCCCO[C@@H](CN(C)C)[C@@H](C)CN([C@@H](C)CO)C(=O)c2cc(NS(=O)(=O)c3cccs3)ccc2O1,0.3,4,-10,-3,0,-2.7,-14,1
CCc1ccc(N(C(=O)c2snc(C(N)=O)c2N)C(C(=O)NCC2CCCO2)c2cccs2)cc1 (centres undefined),0.0,-4,0,.,-3,-2.3,-12,.

# (next part)
SMILES,Xi reactivation,INS-1E GSIS act,ARNT-TACC3 inh,RAD54 inh,ERAP1 HTS inh,F508del corr,RAD52 inh,esBAF inh
CNC[C@H]1Oc2c(NS(=O)(=O)c3ccc(Cl)cc3)cccc2C(=O)N([C@H](C)CO)C[C@H]1C,0.2,9,-2,1,3,0.5,-3,-5
CO[C@H](CN(C)C(=O)c1ccc2c(c1)OCO2)[C@@H](C)CN([C@H](C)CO)S(=O)(=O)c1ccc(F)cc1,0.0,-3,7,1,-1,0.6,2,-1
COc1ccc(CN(C)C[C@H]2OCCCC[C@@H](C)Oc3ccc(NC(=O)Nc4ccc(C(F)(F)F)cc4)cc3C(=O)N([C@H](C)CO)C[C@@H]2C)cc1,0.0,-8,6,-3,-2,-1.4,43,-2
Cn1cnc(S(=O)(=O)N2CCCCC2c2cc(C(=O)Nc3ccccc3Cl)no2)c1 (centres undefined),0.0,-3,.,-8,0,0.7,-11,7
COc1cccc(-n2nnnc2SCC(=O)NCc2ccc3c(c2)OCO3)c1,.,4,-38,-13,1,0.5,-10,3
CSc1ccc(/C=N/Nc2nc(C)cc(C)n2)cc1,0.0,0,4,-4,-1,-2.5,-5,.
COc1ccc(CNC(=O)c2ccccc2NS(C)(=O)=O)cc1,0.1,-6,-10,.,-2,-0.6,-1,.
C[C@@H]1CCCCO[C@H](CN(C)C(=O)Nc2ccc(F)cc2)[C@@H](C)CN([C@@H](C)CO)C(=O)c2cc(NC(=O)Cc3ccccc3)ccc2O1,0.1,-14,-4,0,2,-1.7,-49,-1
C/C=C/c1ccc([C@H]2[C@@H](CO)N(C(C)=O)C23CN(C(=O)c2ccncc2)C3)cc1,0.0,3,.,.,-1,0.4,-16,.
C=CCn1c(=O)c2ccccc2n2c(SCC(=O)Nc3cc(C)on3)nnc12,.,18,5,2,.,.,.,0
CC1Oc2ccccc2N(CC(=O)Nc2ccc(F)cc2)C1=O (centres undefined),0.0,-6,2,-5,0,1.7,-7,0
C[C@@H]1CN([C@@H](C)CO)C(=O)Cc2cc(NC(=O)Nc3ccccc3)ccc2O[C@H]1CN(C)S(=O)(=O)c1cccs1,-0.7,-1,14,-6,-1,0.2,0,-3
O=C(c1ccccc1)c1cc([N+](=O)[O-])ccc1N1CCOCC1,-0.1,25,2,3,.,.,.,.
Cc1ccc(S(=O)(=O)Nc2nc(C)c(C)s2)cc1,0.3,-1,0,-6,5,-0.5,-26,1
COc1ccc(NC(=O)CSc2nnc(-c3ccccn3)n2N)cc1Cl,.,-7,2,4,.,.,.,10
Cc1c(C)c2ccc(Oc3ccc([N+](=O)[O-])cc3C(F)(F)F)c(C)c2oc1=O,.,6,.,3,7,.,-4,.
CC1(C(=O)O)CCCN1C(=O)c1ccccc1OC(F)(F)F (centres undefined),0.0,-6,.,-1,-1,1.0,-6,-3
C[C@H]1CN([C@@H](C)CO)C(=O)c2cccc(NC(=O)c3ccc(-c4nccs4)cc3)c2O[C@H]1CN(C)CC1CCCCC1,0.1,0,9,-10,-3,-1.8,8,1
CC(C)(C)[S@@](=O)N1Cc2cc(C(=O)NCCc3ccncc3)nc(-c3cccc(-c4cccnc4)c3)c2[C@H]1CCO,0.0,2,10,-1,2,-1.2,7,1
Cc1ccc(CNC(=O)C2CCCN(S(=O)(=O)c3c(C)n[nH]c3C)C2)cc1 (centres undefined),.,9,-5,-4,0,2.2,-1,-2
O=C(CN(Cc1ccccc1Cl)C(=O)CCC(=O)Nc1nccs1)NCC1CCCO1 (centres undefined),0.2,14,-1,-4,0,2.6,-15,-1
C[C@@H]1CCCCO[C@@H](CN(C)C(=O)CCC(F)(F)F)[C@H](C)CN([C@@H](C)CO)C(=O)c2cc(NC(=O)C3CCCCC3)ccc2O1,0.1,0,-11,-1,-1,-0.6,12,6
O=C(NCCCN1CCCC1)c1[nH]c(C(F)(F)F)nc1-c1ccccc1,0.0,-8,.,-7,-2,-1.0,-15,-10
CCN(C[C@H]1N[C@@](Cc2ccccc2)(C(=O)OC)[C@H]2C(=O)N(Cc3ccccc3)C(=O)[C@@H]12)C(=O)Nc1ccc(C(F)(F)F)cc1,0.0,24,1,-17,.,3.7,-13,-14
CCOC(=O)c1ccc(NC(=O)CCNS(=O)(=O)c2cccs2)cc1,0.1,5,-1,-5,0,0.6,-27,2

# Following part
SMILES,Xi reactivation,INS-1E GSIS act,ARNT-TACC3 inh,RAD54 inh,ERAP1 HTS inh,F508del corr,RAD52 inh,esBAF inh
Cc1ccc(-n2cccn2)c(CN2CCCC(C(=O)c3sccc3C)C2)c1 (centres undefined),-0.1,-9,2,.,-2,-0.5,-24,.
Cn1cnc(S(=O)(=O)N2CC[C@H]3[C@H](CO)Nc4ccc(-c5ccc(F)cc5)cc4[C@H]32)c1,-0.1,-11,16,-2,3,1.2,-4,1
CSc1ccc(CNC(=O)CCn2ccc3cc(S(=O)(=O)N4CCCC4)ccc32)cc1,0.0,-39,1,2,2,-1.0,-27,5
C[C@@H]1CN([C@H](C)CO)C(=O)c2cccc(NC(=O)Nc3ccc(F)cc3)c2O[C@@H]1CN(C)C(=O)Nc1ccc(F)cc1,0.1,-9,1,5,-2,0.7,13,5
O=C(/C=C\NCC(=O)c1ccccc1)c1ccc(F)cc1,.,-15,3,.,-2,0.7,-24,.
CCOCCn1c(SCc2ccc(C)cc2)nc2c1c(=O)[nH]c(=O)n2C,0.1,7,-17,5,3,2.3,-3,0
CCOc1ccc2nc(N3CCCC(C(=O)NCCCN4CC(C)CC(C)C4)C3)sc2c1 (centres undefined),0.0,1,6,22,7,-2.8,13,-1
Cc1ccc(S(=O)(=O)N(C)C[C@@H]2Oc3ccc(NC(=O)CCN4CCOCC4)cc3CC(=O)N([C@@H](C)CO)C[C@H]2C)cc1,-0.3,0,6,0,-2,-2.4,26,0
C[C@@H]1CN([C@H](C)CO)C(=O)Cc2cc(NC(=O)C3CC3)ccc2O[C@H]1CN(C)C(=O)Nc1cccc2ccccc12,0.1,3,-3,6,0,-3.3,2,5
COc1ccc(NC(=O)c2sc3nc(N4CCOCC4)c4c(c3c2N)CCCC4)c(OC)c1,0.0,22,-4,-8,0,2.2,-12,-2
O=C(O)C[C@H]1CC[C@@H](NC(=O)Nc2cc(F)ccc2F)[C@@H](CO)O1,-0.5,-6,-14,6,2,-0.7,11,-5
